# SRC3 TRFRET art = TR-FRET artefact, counter-screen to PPARgamma/SRC-3 agonist assay | AID 1048 | PPARgamma/SRC-3 format; active compounds read high | TR-FRET ratio at 8 µM | 99,000 tested, 0.39% active; in the data active = TR-FRET ratio above about 2000; also: inactives centre near 1600; reference of the scale not given here
# SRC1 TRFRET art = counter-screen for PPARgamma SRC-1 recruitment agonists: TR-FRET artefact; AID 1051; 99,000 tested, 0.34% active; TR-FRET ratio at 8 µM; TR-FRET detection artefact counter-screen, emission ratio; active compounds read high; in the data active = TR-FRET ratio above about 2300; also: inactives centre near 1800; reference of the scale not given here
# * hit, by the source's call. The list is partial. The share of hits here may be higher or lower than overall.
smiles,SRC3 TRFRET art,SRC1 TRFRET art
O=C(NCCCn1ccnc1)C(=O)NCC1OCCCN1S(=O)(=O)c1ccccc1 (stereo not drawn),1613,1653
CN(C)c1ccc(-n2cccc2/C=N/n2cnnc2)cc1,1546,1956
C#CCOCCOCCOCCNc1nc(N2CCN(C(=O)C([C@@H](C)CC)n3cc(C(N)CC(C)C)nn3)CC2)nc(N2CCN(C(=O)[C@H](CCC(=O)O)n3cc(C(N)Cc4ccc(O)cc4)nn3)CC2)n1 (stereo partly drawn),1490,1767
CCSc1nnc(NC(=O)c2cc(OC)c(OC)c(OC)c2)s1,1624,1663
CC(C)=CCN1CCN(Cc2ccc(N3CCNC3=O)cc2)CC1CCO (stereo not drawn),1438,1728
CCOC(=O)N1CCN(S(=O)(=O)c2cc(Cl)ccc2Cl)CC1,1439,1585
COc1cccc(NC(=O)Nc2cc(C)ccc2OC)c1,1496,1541
c1ccc(-c2nnc(CSc3ccc4c(c3)OCCO4)o2)cc1,1585,1968
CCOc1cc(C)c(Cl)cc1S(=O)(=O)n1ccnc1,1822,1744
CN(C)S(=O)(=O)c1cc(NC(=O)CN2CCN(c3ccccc3O)CC2)ccc1Cl,1475,1608
Cc1cc(C(=O)NCC(=O)OCC(=O)N2CCCCCC2)ccc1[N+](=O)[O-],1522,1766
CCN(CC)CCCNC(=S)N(Cc1ccco1)Cc1cc2cc3c(cc2[nH]c1=O)OCCO3,1561,1681
O=C(CCCC(=O)NCc1ccccc1)NCc1ccccc1,1507,1579
Cc1cc(C)n(-c2nc3ccccc3s2)n1,1669,1802
CC1CC(C)(C)NC(=S)N1CCC(=O)N1c2ccccc2CC1C (stereo not drawn),1527,1828
CCOc1ccccc1C(=O)OCC(=O)Nc1cc(Cl)ccc1Oc1ccccc1,1622,1967
CC(C)C(NC(=O)OC(C)(C)C)C(=O)NC(CCC(=O)OCc1ccccc1)C(N)=O (stereo not drawn),1697,1800
O=C(Nc1ccccc1)c1ccccc1N=Cc1ccccc1O,1377,1594
O=[N+]([O-])c1ccccc1/C=C\C=N\N1CCN(c2ccccc2)CC1,1462,1668
O=C(NC1CCCCC1)Oc1cccc2ccccc12,1591,1861

# The list goes on:
smiles,SRC3 TRFRET art,SRC1 TRFRET art
COc1ccc(NC(=S)N(CCCN2CCCC2)Cc2cccs2)cc1,1694,1840
Cc1cc(O)c(C=O)c2c1C(=O)Oc1c(CO)c(O)c3c(c1O2)C(O)OC3=O (stereo not drawn),1801,1853
Clc1ccccc1-c1ncnc2ccc(Br)cc12,1783,1888
CC(CC(=O)O)Nc1ccccc1O (stereo not drawn),1638,1535
COc1ccc(NC(=O)CC2Nc3ccccc3NC2=O)c([N+](=O)[O-])c1 (stereo not drawn),1531,1847
CCOc1ccccc1Nc1nnc(SCC(=O)NC(=O)c2cccn2C)s1,1543,1897
COc1ccc(S(=O)(=O)N2CCCCC2)cc1NC(=O)CN1CCN(C(C)=O)CC1,1407,1645
Oc1ccc(/C=N/NC(=S)Nc2cccnc2)c(O)c1,1579,1829
CC(=O)c1ccc(N=C2SCCCN2C(=O)C2CCCCC2)cc1,1596,1782
O=C1NCCN(Cc2cccc(Oc3ccccc3)c2)C1CC(=O)N1CCCCO1 (stereo not drawn),1581,1713
CCOC(=O)N1CCN(c2cc(N3CCOCC3)c(F)cc2[N+](=O)[O-])CC1,1714,1844
C/C(CC(=O)NCc1ccco1)=N\NC(=O)Cc1ccc(-c2ccccc2)cc1,1699,1660
CCc1cn([C@H]2C[C@H](O)[C@@H](CO)O2)c(=O)[nH]c1=O,1691,1616
COc1ccc(CCNC(=O)Nc2ccc([N+](=O)[O-])cc2)cc1OC,1594,1753
COc1cc(/C=N/NC(=O)c2cccnc2)ccc1OS(=O)(=O)c1cc(C)ccc1C,1546,1769
CCCNC(=O)CS(=O)(=O)Cc1nc(-c2ccccc2C)oc1C,1408,1603
CCCOC(=O)c1ccc(NC(=O)c2c(Cl)ccc(Cl)c2OC)cc1,1465,1992
Cc1ccc(C)c(NC(=O)CSc2nnc3n2CCCCC3)c1,1774,1860
Cc1ccc(S(=O)(=O)Nc2nc(C)cc(N/N=C/c3ccc(O)cc3)n2)cc1,1439,1832
CC(=O)N(Cc1cccs1)Cc1cc2ccc(C)c(C)c2nc1Cl,1474,1788

# A second format for part of the listing above.
Molecule: CCCOC(=O)c1ccc(NC(=O)c2c(Cl)ccc(Cl)c2OC)cc1
  SRC3 TRFRET art = 1465
  SRC1 TRFRET art = 1992

Molecule: Cc1ccc(C)c(NC(=O)CSc2nnc3n2CCCCC3)c1
  SRC3 TRFRET art = 1774
  SRC1 TRFRET art = 1860

Molecule: Cc1ccc(S(=O)(=O)Nc2nc(C)cc(N/N=C/c3ccc(O)cc3)n2)cc1
  SRC3 TRFRET art = 1439
  SRC1 TRFRET art = 1832

Molecule: CC(=O)N(Cc1cccs1)Cc1cc2ccc(C)c(C)c2nc1Cl
  SRC3 TRFRET art = 1474
  SRC1 TRFRET art = 1788

# (listing goes on)
smiles,SRC3 TRFRET art,SRC1 TRFRET art
O=C(C[N+]1(CC#Cc2ccccc2)CCCCC1)c1ccccc1,1357,1559
Cc1ccc2c(c1)C1CN(C)CCC1N2C(=O)c1ccccc1NS(=O)(=O)c1ccc(F)cc1 (stereo not drawn),1662,1852
CC1Cc2ccccc2N1CC(=O)Nc1ccc(Cl)c(S(=O)(=O)N(C)C)c1 (stereo not drawn),1566,1711
CN1CCN(c2oc(-c3ccco3)nc2S(=O)(=O)c2ccccc2)CC1,1721,2046
Cc1cccc(NS(=O)(=O)c2cc(NC(=O)CC(=O)c3ccc([N+](=O)[O-])cc3)ccc2C)c1,1486,1787
Cc1cc2c(c(SCC(=O)Nc3ccc(C)c(C)c3)n1)C(=O)OC2,1637,1489
CC1(C)Cc2ccccc2C2=NNC(=O)C2=N1,1530,1888
COc1ccc(C(=O)/C=C/c2ccc(O)cc2)c(O)c1CC=C(C)C,1525,1629
COc1ccc(NC(=O)Nc2cccc([N+](=O)[O-])c2)cc1Cl,1185,1583
O=C(CSc1nnc2c(Cl)cc(C(F)(F)F)cn12)NCc1ccc(F)cc1,1641,1800
CC(C)COC(=O)/C(C#N)=C/c1cn(Cc2ccccc2)c2ccccc12,1265,1681
CC1=C/C(=N\N=C2\NC(=O)C(CC(=O)Nc3ccccc3F)S2)CC(C)(C)C1 (stereo not drawn),1368,1832
CC(C)C(NC(=O)c1c(F)cccc1F)C(=O)NCC(c1ccccc1)N(C)C (stereo not drawn),1507,1886
CC1(C(=O)Oc2ccccc2)Cc2ccccc2C(=O)O1 (stereo not drawn),1733,2025
CCOC(=O)[C@H](CCc1ccccc1)N[C@@H](C)C(=O)N1CCC[C@H]1C(=O)O,1685,1712
Cc1cc(=O)n(CC(=O)Nc2cc(Cl)ccc2C)c(C(C)C)n1,1633,1963
CC(=O)Nc1c(O)n(C)c2ccccc12,1597,1771
CC(C)c1nnc(NC(=O)C2CCN(c3nc4ccccc4s3)CC2)s1,1721,1990
CCCCN(c1ccccc1)S(=O)(=O)N(C)C,1735,1489
C#CCOC(=O)/C(=C/c1ccc(F)cc1)NC(C)=O,1576,1500

# Entries of single compounds as entered above.
# CC(C)COC(=O)/C(C#N)=C/c1cn(Cc2ccccc2)c2ccccc12 is entered as SRC3 TRFRET art: 1265; SRC1 TRFRET art: 1681
# Cc1cccc(NS(=O)(=O)c2cc(NC(=O)CC(=O)c3ccc([N+](=O)[O-])cc3)ccc2C)c1 is entered as SRC3 TRFRET art: 1486; SRC1 TRFRET art: 1787
# CC1=C/C(=N\N=C2\NC(=O)C(CC(=O)Nc3ccccc3F)S2)CC(C)(C)C1 (stereo not drawn) is entered as SRC3 TRFRET art: 1368; SRC1 TRFRET art: 1832

# Later entries:
# Each structure is followed by: SRC3 TRFRET art | SRC1 TRFRET art
- COc1ccc(/C=C(\C#N)C(=O)OCC(=O)Nc2ccc(-c3nc4ccc(C)cc4s3)cc2)cc1
    1535 | 1655
- COc1ccc2c(Cl)c(C(=O)NN3CCN(C)CC3)sc2c1
    1593 | 1746
- O=C(Cc1ccccc1)N/N=C/c1cc(Br)cc(Cl)c1O
    1393 | 1611
- Cc1ccc(-n2nc(CC#N)c(C#N)c2N)cc1
    1716 | 1568
- O=S(=O)(Nc1cc(Sc2cccc3cccnc23)c(O)c2ccccc12)c1ccc(F)cc1
    1423 | 1938
- C=CCN(CC=C)CCOc1ccccc1
    1439 | 1650
- C[C@H](NC(=O)Cc1cccc2ccccc12)C(=O)N1CCCN(C)CC1
    1753 | 1885
- CCNC(=O)Oc1ccc(-c2csnn2)cc1
    1670 | 1750
- COc1ccccc1N1CCN(C(=O)CSc2ncnc3scc(-c4ccccc4)c23)CC1
    1879 | 1370
- CCN(CC)C(=O)Cn1cc(SCC(=O)Nc2cc(C)on2)c2ccccc21
    1629 | 1615
- O=C(Cc1cccs1)N1CCN(S(=O)(=O)c2ccc(F)cc2)CC1
    1861 | 1834
- O=C(CSc1nnc(SCc2ccc(Cl)cc2)s1)N/N=C/c1c(Cl)cccc1Cl
    1391 | 1938
- Cc1ccc(NC(=O)CCCN2C(=S)NC(C)(C)CC2C)cc1 (stereo not drawn)
    1360 | 1686
- COc1ccc2cnn(CCOc3cc(C)ccc3C(C)C)c(=O)c2c1OC
    1744 | 1742
- Cc1ccc(NC(=O)C2CCCN(S(=O)(=O)c3ccc4c(c3)oc(=O)n4C)C2)nc1 (stereo not drawn)
    1782 | 1947
- Cc1cc(C2=NNC(=NCc3ccccc3)SC2)c(C)n1-c1c(C)n(C)n(-c2ccccc2)c1=O
    1881 | 2037
- COc1ccc(CN2C(=O)NC3(CCOc4ccccc43)C2=O)cc1F (stereo not drawn)
    1604 | 1851
- COCc1c(C(=O)OC)nnn1-c1ccc(C(F)(F)F)cc1[N+](=O)[O-]
    1586 | 1738
- O=C(CSc1nnc2ccccn12)c1ccc(Cl)cc1
    1568 | 1798
- COc1ccc(C(=O)Nc2ccccc2-c2ccccc2)cc1Cl
    1513 | 1779

# Other records.
# Each structure is followed by: SRC3 TRFRET art | SRC1 TRFRET art
- C=CCNC(=S)NN(c1ccccc1)c1ccccc1
    1525 | 1932
- CC(C)OC(=O)NC(c1ccccc1)C(Cl)(Cl)Cl (stereo not drawn)
    1752 | 2067
- CC(C)c1ccc(NC(=S)NCCc2c[nH]c3ccccc23)cc1
    1562 | 1749
- O=C(Nc1cccc2nsnc12)c1cccnc1
    1540 | 1857
- O=c1c2oc3ccccc3c2[nH]c(=S)n1-c1ccccc1
    1913 | 1907
- NC(=S)NNC(=O)c1cccc(Br)c1
    1709 | 1666
- O=c1[nH]c(=O)n([C@H]2C[C@H](O)[C@@H](CO)O2)cc1C(F)(F)F
    1659 | 1694
- CCOC(=O)C1(CCc2ccccc2)CCN(C(=O)Cc2nonc2C)CC1
    1567 | 1772
- Cc1ccc2nc(NC(=O)c3ccccn3)sc2c1
    1481 | 2027
- CCCNC(=S)Nc1ccc(S(N)(=O)=O)cc1
    1544 | 1791
- Nc1nc2c(nc(SCc3ccccc3Br)n2C2OC(CO)C(O)C2O)c(=O)[nH]1 (stereo not drawn)
    1438 | 1897
- Cc1ccc(Sc2cnc(N)nc2C)cc1
    1621 | 1730
- COc1cc(C(=O)NC2CCN(Cc3nnnn3Cc3ccc(F)cc3)CC2)cc(OC)c1OC
    1501 | 1789
- O=C(CSc1ccccn1)Nc1ccc(NC(=O)CSc2ccccn2)cc1
    1397 | 1800
- O=C(Nc1ccc(Cl)cc1)Nc1nnc(CSCc2ccccc2Cl)s1
    1659 | 1676
- O=c1c2cccnc2n(-c2ccccc2)n1Cc1c(Cl)cccc1Cl
    1645 | 1524
- COc1cccc(/C=C/C(=O)OCC(=O)Nc2ccc(Cl)cn2)c1
    1549 | 1757
- CCOC(=O)c1c(C)[nH]c(-c2csc(N)n2)c1C
    1919 | 1974
- O=C(O)C(Cc1c[nH]c2ccccc12)NS(=O)(=O)c1ccc2ccccc2c1 (stereo not drawn)
    1530 | 1756
- O=C(O)c1ccc(N/N=C/c2ccc(-c3ccccc3)cc2)cc1
    1684 | 2108

# (more compounds)
# Each structure is followed by: SRC3 TRFRET art | SRC1 TRFRET art
- O=C(O)C(Cc1c[nH]c2ccccc12)NS(=O)(=O)c1cccc2nsnc12 (stereo not drawn)
    1630 | 1657
- C=CCNC(=O)/C(C#N)=C/c1c(C)nn(-c2ccc(Cl)cc2)c1Cl
    1502 | 1919
- C=CCNC(=S)/N=c1/scc(C)n1C
    1842 | 2122
- COc1cccc2cc(C(=O)c3ccccc3)oc12
    1298 | 1467
- CCS(=O)(=O)N1CCC(C(=O)N2CCN(c3ccccc3)CC2)CC1
    1460 | 1694
- Cc1nccc2[nH]c(=O)c(C(=O)NCCCN(C)C3CCCCC3)cc12
    1648 | 1869
- Cc1cnc(C(=O)OCC(=O)NCCCc2ccccc2)cn1
    1776 | 1825
- CC(C)CCN1CCN(Cc2nc(-c3ccccc3)cs2)CC1CCO (stereo not drawn)
    1719 | 1923
- Cc1ccc(S(=O)(=O)Nc2c(C)n(C)n(-c3ccccc3)c2=O)cc1C(=O)OC(C)C(=O)N(C)c1ccccc1 (stereo not drawn)
    1644 | 1848
- Cc1ccc(N(CC(=O)NC(C)(C)C)C(=O)CS(=O)CC(=O)Nc2ccc3c(c2)OCO3)cc1 (stereo not drawn)
    1530 | 1703
- COc1ccc(/C=C/C(=O)NCCn2c(C)cc3ccccc32)cc1OC
    1673 | 1612
- CN1CCN(S(=O)(=O)c2cnccc2N2CCN(c3cccc(Cl)c3)CC2)CC1
    1789 | 1880
- COc1ccc(-n2c(C)cc(C(=O)CN3CCCCC3)c2C)cc1
    1675 | 1772
- COc1ccc(C(=O)Nc2nc3nccc(-c4ccccc4)n3n2)cc1
    1642 | 1807
- COc1ccccc1NC(=S)N1CCc2cc(OC)c(OC)cc2C1
    1722 | 1738
- CC(C)(C)NC(=O)C1Cc2ccccc2CN1S(=O)(=O)c1ccc(F)cc1 (stereo not drawn)
    1549 | 1935
- CC(C)CNc1nc(N)c([N+](=O)[O-])c(NCC2CCCO2)n1 (stereo not drawn)
    1459 | 1627
- CCN(CC)C(=O)COc1ccc(C=O)cc1OC
    1692 | 1774
- Cc1cc(/C=N/NC(N)=O)c(C)n1C1CCCCC1
    1454 | 1912
- CC(C)(CO)NC(=O)CC1C(=O)NCCN1Cc1ccc(-c2ccccc2)cc1 (stereo not drawn)
    1348 | 1491

# Assay outcomes as filed in PubChem.
